TRPC4 agonist = activators of mouse TRPC4 channel; Q9QUQ5; HEK293 TRPC4beta/mu-opioid, Fluo4 calcium fluorescence; stronger effect = higher value; B-score at 10 µM; 310,000 compounds, 0.49% hits;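 active means B-score above 5 SD of library B-scores, and initial fluorescence ratio not above library mean plus 5 SD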;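 further: positive B-score marks a calcium rise read as TRPC4 activation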
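system = HEK293 cells stably co-expressing mouse TRPC4beta and mu-opioid receptor | schedule = Fluo4 dye loading 45 min at room temperature, 110 s recording | measure = B-scored integrated calcium fluorescence ratio | signal = Fluo4 calcium-sensitive dye fluorescence, kinetic, 1 Hz baseline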
KCNQ1 act = potentiates or activates the human KCNQ1 potassium channel; P51787; CHO-K1 KCNQ1, thallium flux FluxOR fluorescence; stronger effect = higher value; B-score at 10 µM; 310,000 compounds, 0.35% hits;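 active means fluorescence ratio B-score, a plate-corrected score, at least three library SD, with initial intensity B-score within 5 SD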
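assay system = KCNQ1-transfected CHO-K1 cells | medium = assay buffer with matched DMSO | probe or stimulus = depolarizing K+/Tl+ stimulus, K2SO4 and Tl2SO4 each 12.5 mM in 5x stock | dosing = single dose | incubation = dye 90 min, compound 20 min, room temperature | detection = kinetic FluxOR fluorescence, 10 s baseline plus 110 s post-stimulus | evaluation = ratio B score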
KCNK9 inh = inhibitors of human KCNK9 two-pore domain potassium channel; Q9NPC2; HEK293 KCNK9, FluxOR thallium flux fluorescence; stronger effect = lower value; B-score at 10 µM; 310,000 compounds, 1.2% hits;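 active means ratio B-score over 3 SD below the library mean, with starting fluorescence within 5 SD of its mean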;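 further: negative B-score means less thallium flux so channel inhibition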
Platelet DG rel = platelet dense granule release activity; inhibition, %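 (compounds screened at 7.5 µM in platelet-rich plasma)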; human platelet-rich plasma, SFLLRN dense granule ATP release, luminescence; 300,000 compounds, 0.22% hits;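 active means mean replicate score, as percent of positive control, at or above 50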
TRPC4 inh = blocks the mouse TRPC4 cation channel. 300,000 compounds, 0.39% hits. HEK293 TRPC4beta/mu-opioid, DAMGO-evoked Fluo4 calcium flux; stronger effect = lower value. B-score at 10 µM. Q9QUQ5;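 active means B-score over 3 SD under the library average, no early fluorescence shift, positive overall ratio signal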
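test system = HEK293 cells with stable TRPC4beta plus mu-opioid receptor expression | detection = Fluo4 Ca2+ flux fluorescence | read-out = integrated fluorescence ratio relative to baseline, converted to per-well B score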
PolyA inhibitor = blocks polyadenylation in yeast reporter cells | 300,000 compounds, 0.02% hits | AID 1875 | calls only at 12 µM | S. cerevisiae SKY197-pL101 polyadenylation reporter, beta-gal luminescence; efflux-impaired pdr1/pdr3 knockout yeast; score 100 = 6 SD above DMSO;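 active means lowest replicate activity score at least 50, where 100 means six control SD above control mean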;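 further: yeast exposed to compound for 9 h at 30 °C; higher score means more reporter readthrough which indicates perturbed polyadenylation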
KCNQ1 block = human KCNQ1 channel inhibition; CHO-K1 KCNQ1, FluxOR thallium flux fluorescence; stronger effect = higher value; AID 2642; B-score at 10 µM; P51787; 310,000 compounds, 1.3% hits;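 active means compounds whose thallium flux B-score, printed positive for inhibition, exceeds three library SD while starting fluorescence stays within three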;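 further: channel opened by potassium depolarization with thallium stimulus after 20 min compound exposure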
TRPC4 potent = allosterically enhances the mouse TRPC4 cation channel. Q9QUQ5. HEK293 TRPC4beta/mu-opioid, DAMGO EC20, Fluo-4 Ca2+ flux; stronger effect = higher value. B-score at 10 µM. 310,000 compounds, 0.42% hits. AID 2227;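 active means B-score of calcium response area above 5 SD of library B-scores, with initial fluorescence ratio within 5 SD of library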;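 further: B-score of integrated fluorescence ratio over time as area under calcium response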
DYRK1A inh = blocks rat Dyrk1A kinase activity. ADP-Glo luminescence, NFATc1 peptide. inhibition, % at 12.5 µM. 310,000 compounds, 0.43% hits. Q63470; in the data active means inhibition above about 50%;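 further: plate controls were vehicle with enzyme for no effect and no enzyme for full effect; many of its hits are not listed in these tables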
KCNK3 block = human KCNK3 channel inhibition, primary screen | CHO-KCNK3 thallium flux, FluxOR fluorescence; stronger effect = lower value | B-score at 10 µM | 340,000 compounds, 0.84% hits | AID 602410;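 active means B-score under library mean minus 4 SD, starting fluorescence ratio at most library mean plus 5 SD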;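 further: more negative B-score means stronger inhibition of thallium flux through KCNK3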
hERG protect = compounds protecting human hERG from proarrhythmic drug block; Q12809; CHO-hERG, FluxOR thallium flux, dofetilide IC70 present; activation (rescue from dofetilide block), less the hit threshold, % at 10 µM; 310,000 compounds, 0.51% hits;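 active means activation above the mean of controls blocked by dofetilide plus 5 SD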;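 further: thallium influx through hERG after potassium depolarization seen as dye fluorescence rise; in these data hits start at about 4.7%; inactives centre near -7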
Target sequence (Q12809 whole entry, looked up): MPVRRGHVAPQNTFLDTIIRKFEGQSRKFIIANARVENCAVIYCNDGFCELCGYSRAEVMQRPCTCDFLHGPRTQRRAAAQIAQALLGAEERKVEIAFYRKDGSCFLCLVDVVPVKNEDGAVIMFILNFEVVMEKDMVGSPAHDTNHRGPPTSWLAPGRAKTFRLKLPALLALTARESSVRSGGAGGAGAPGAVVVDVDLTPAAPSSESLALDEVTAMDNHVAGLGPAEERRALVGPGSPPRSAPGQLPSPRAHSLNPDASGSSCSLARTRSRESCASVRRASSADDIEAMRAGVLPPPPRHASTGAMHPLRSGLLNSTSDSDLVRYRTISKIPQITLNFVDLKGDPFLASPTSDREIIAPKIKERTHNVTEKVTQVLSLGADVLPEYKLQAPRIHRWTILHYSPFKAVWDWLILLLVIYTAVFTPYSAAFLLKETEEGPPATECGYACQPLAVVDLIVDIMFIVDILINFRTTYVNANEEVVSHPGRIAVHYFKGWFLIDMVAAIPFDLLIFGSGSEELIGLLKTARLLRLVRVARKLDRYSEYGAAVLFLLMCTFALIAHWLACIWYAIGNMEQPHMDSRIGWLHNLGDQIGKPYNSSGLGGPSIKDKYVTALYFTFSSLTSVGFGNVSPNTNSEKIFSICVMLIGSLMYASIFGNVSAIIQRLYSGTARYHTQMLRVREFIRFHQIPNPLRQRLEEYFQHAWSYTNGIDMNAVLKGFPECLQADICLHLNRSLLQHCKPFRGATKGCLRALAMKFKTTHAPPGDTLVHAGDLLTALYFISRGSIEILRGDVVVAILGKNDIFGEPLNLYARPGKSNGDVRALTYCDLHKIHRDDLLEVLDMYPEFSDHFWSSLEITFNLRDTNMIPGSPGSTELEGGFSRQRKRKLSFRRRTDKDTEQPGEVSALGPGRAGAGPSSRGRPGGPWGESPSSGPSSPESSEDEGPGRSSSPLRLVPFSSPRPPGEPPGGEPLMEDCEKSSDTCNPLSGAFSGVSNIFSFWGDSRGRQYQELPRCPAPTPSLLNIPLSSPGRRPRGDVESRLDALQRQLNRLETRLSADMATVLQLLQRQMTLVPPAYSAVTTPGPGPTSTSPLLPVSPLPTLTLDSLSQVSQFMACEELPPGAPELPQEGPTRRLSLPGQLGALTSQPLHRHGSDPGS
The depositor's hits bear a star; i = inactive; · = not tested or not shown. These rows are one share of the data; the hit share may differ from the screen's.

Below each compound: TRPC4 agonist, KCNQ1 act, KCNK9 inh, Platelet DG rel, TRPC4 inh, PolyA inhibitor, KCNQ1 block, TRPC4 potent, DYRK1A inh, KCNK3 block, hERG protect
Cn1nc(C(=O)NCCOc2ccccc2)c2ccccc2c1=O
→ i, i, i, 5, i, i, i, i, 3, i, -12
Cc1ccc2nc(N(CCCN(C)C)C(=O)COc3ccc(Cl)cc3)sc2c1
→ i, i, i, -1, i, i, i, i, ·, i, -23
CCOC(=O)C1CCCN(c2ncnc3c2cnn3-c2cccc(C)c2)C1 (configuration not stated)
→ i, i, i, 13, i, i, i, i, 7, i, -9
O=C(CSc1nc(C2CCCCC2)n(-c2ccccc2)n1)NCCN1C(=O)CSC1=O
→ i, i, i, 3, i, i, i, i, -2, i, -3
O=C(CCc1ccccc1)NN1C(=O)C2C3C=CC(O3)C2C1=O (configuration not stated)
→ i, i, i, 4, i, i, i, i, -1, i, -20
O=C(O)c1oc2ccccc2c1CN1CCN(c2ccccc2)CC1
→ i, i, i, 6, i, i, i, i, 5, i, -6
CCOc1ccc(/C=N/OCC(=O)NCc2cccs2)cc1
→ i, i, i, 0, i, i, i, i, 0, i, -10
COc1cccc(C(=O)NNC(=O)/C=C/c2ccccc2)c1
→ i, i, i, 0, i, i, i, i, 60*, i, -7
CC(C)(C)C(=O)CN1C(=O)NC2(CCOc3ccccc32)C1=O (configuration not stated)
→ i, i, i, -6, i, i, i, i, 6, i, -8
CC(C)CNC(=S)NC(=O)c1ccc(Cl)cc1Cl
→ i, 10*, i, -1, i, i, i, i, -5, i, -10
Cc1ccc(NC(=O)c2ccc(C)cc2)cc1
→ i, i, i, 3, i, i, i, i, 5, i, -7
COc1ccc(NC(=O)COC(=O)[C@@H](NC(=O)c2c(F)cccc2F)C(C)C)cc1
→ i, i, i, -4, i, i, i, i, 0, i, -6
O=C(Cc1ccc(Br)cc1)N(Cc1ccccc1)c1ccccn1
→ i, i, i, -1, i, i, i, i, 2, i, -7
CCOc1ccccc1-n1c(SCC(N)=O)nnc1-c1ccco1
→ i, i, i, -1, i, i, i, i, 5, i, -6
CCOc1ccc(C(=O)Cc2cc(OC)c(OC)cc2[N+](=O)[O-])cc1
→ i, i, i, -12, i, i, i, i, ·, i, -5
CCCCNS(=O)(=O)c1ccc2nc(-c3cccnc3)cc(C(=O)NC(C)CC)c2c1 (configuration not stated)
→ i, i, i, 17, i, i, i, i, 0, i, -15
Cc1c(OC(C)C(=O)NCCCN2CCOCC2)ccc2c3c(c(=O)oc12)CCCC3 (configuration not stated)
→ i, i, i, -3, i, i, i, i, 1, i, -2
CC1CC(C)CN(C(=O)CCNC(=O)Cn2cnc3ccccc3c2=O)C1 (configuration not stated)
→ i, i, i, 0, i, i, i, i, -4, i, -7
COc1ccccc1CCc1nnc(CCC(=O)NC(C)Cc2cccnc2)o1 (configuration not stated)
→ i, i, i, -14, i, i, i, i, 0, i, -6
Cc1ccc(CCNC(=O)CS(=O)Cc2nc(-c3ccccc3Cl)oc2C)cc1 (configuration not stated)
→ i, i, i, -5, i, i, i, i, 4, i, -8
Cc1cc(Sc2nc(NC(C)(C)C)nc(N3CCOCC3)n2)nc(Cl)n1
→ i, i, i, -7, i, i, i, i, -1, i, -9
NS(=O)(=O)c1ccc(Nc2nc(-c3ccccc3)cs2)cc1
→ i, i, i, -6, i, i, i, i, 20, i, -7
N#C/C(=C/c1cn(-c2ccccc2)nc1-c1cccc(S(=O)(=O)N2CCOCC2)c1)C(=O)NCc1ccco1
→ i, i, i, 5, i, i, i, i, -2, i, -3
CCCN1CCN(CCCNC(=O)c2ccc3nc(N4CCC(C)CC4)sc3c2)CC1
→ i, i, i, 6, i, i, i, i, 2, i, -2
CCOCCCNC(=O)c1cn(C)c2ccc(S(=O)(=O)N3CCCCC3)cc2c1=O
→ i, i, i, -1, i, i, i, i, 0, i, -7
NC(=O)C1=C[C@@H](c2csc3ccccc23)C[C@@H](OCc2ccc(CO)cc2)O1
→ i, i, i, -2, i, i, i, i, 5, i, -5
O=C(CCCCCN1C(=O)c2ccccc2C1=O)Nc1ccc(F)cc1
→ i, i, i, 3, i, i, i, i, -1, i, -4
CCc1c(O)c(-c2ccccc2)c(=O)n(-c2ccccn2)c1-c1ccccc1
→ i, i, i, -9, i, i, i, i, 1, i, -5
COc1cccc(CC(NC(C)=O)C(=O)NC2CCN(c3c4c(nc5ncnn35)CCC4)CC2)c1OC (configuration not stated)
→ i, i, i, 1, i, i, i, i, ·, ·, -17
Cc1ccccc1CSc1nc2n(n1)C(c1cccs1)C1=C(CCCC1=O)N2 (configuration not stated)
→ i, i, i, -7, i, i, i, i, 4, i, -6

The last two compounds of the part above are carried over, then new ones follow.
Below each compound: TRPC4 agonist, KCNQ1 act, KCNK9 inh, Platelet DG rel, TRPC4 inh, PolyA inhibitor, KCNQ1 block, TRPC4 potent, DYRK1A inh, KCNK3 block, hERG protect
COc1cccc(CC(NC(C)=O)C(=O)NC2CCN(c3c4c(nc5ncnn35)CCC4)CC2)c1OC (configuration not stated)
→ i, i, i, 1, i, i, i, i, ·, ·, -17
Cc1ccccc1CSc1nc2n(n1)C(c1cccs1)C1=C(CCCC1=O)N2 (configuration not stated)
→ i, i, i, -7, i, i, i, i, 4, i, -6
CN(Cc1ccccc1F)C(=O)CNC(=O)Cc1cccc2ccccc12
→ i, i, i, 2, i, i, i, i, 5, i, -10
COc1cc(C2/C(=C(/O)c3ccc(F)cc3)C(=O)C(=O)N2CCCC(=O)O)ccc1O (configuration not stated)
→ i, i, i, 4, i, i, i, i, 2, i, -2
CCC(=O)Nc1cccc(-c2nc3ccccc3o2)c1
→ i, i, i, 8, i, i, i, i, 3, i, -10
CCS(=O)(=O)C1=NN2C(=N)/C(=C\c3ccc(SCc4ccco4)o3)C(=O)N=C2S1
→ i, i, i, 3, i, i, i, i, 6, i, -8
COc1ccc2c(c1)CC(N1CCN(C)CC1)c1cc(OC)ccc1S2 (configuration not stated)
→ i, i, i, 13, i, i, i, i, 5, i, -20
O=C(c1ccc([N+](=O)[O-])cc1)N(c1ccccn1)c1ccccn1
→ i, i, i, -15, i, i, i, i, -5, i, -13
COCc1nnc(NC(=O)CC(C)C)s1
→ i, i, i, -5, i, i, i, i, -10, i, -6
COc1ccc2[nH]c(C(=O)N3CCN(Cc4ccccc4)CC3)cc2c1OC
→ i, i, i, -1, i, i, i, i, -4, i, -4
O=C(NCc1ccccc1)C(c1ccco1)N(C(=O)c1cnccn1)c1ccc(F)cc1 (configuration not stated)
→ i, i, i, -3, i, i, i, i, 3, i, -9
O=C(Cc1ccccc1)NC(=S)Nc1ccc2oc(-c3ccccc3F)nc2c1
→ i, i, i, 7, i, i, i, i, 0, i, -1
O=C(C1CC(=O)N(c2ccccc2)C1)N1CCC(c2nc3ccccc3[nH]2)CC1 (configuration not stated)
→ i, i, i, -7, i, i, i, i, -6, i, -11
CCCOP(=O)(c1ccc(N(C)C)cc1)C(O)c1ccc(N(C)C)cc1 (configuration not stated)
→ i, i, i, 0, i, i, i, i, -5, i, -4
Cc1ccc(S(=O)(=O)Cn2nnnc2C(C)N2CCN(C(=O)c3ccco3)CC2)cc1 (configuration not stated)
→ i, i, i, -1, i, i, i, i, 23, i, -5
CCCCCOC(=O)Nc1nnc(CCCCC)s1
→ i, i, i, -5, i, i, i, i, 6, i, -13
Cc1[nH]c(=O)[nH]c(=O)c1CSCC(=O)OCC(=O)Nc1ccccn1
→ i, i, i, -1, i, i, i, i, -7, i, -1
Cc1ccc(Cn2nnc3c(=O)[nH]c(C4CCN(C(=O)Cc5cccs5)CC4)nc32)cc1
→ i, i, i, 30, i, i, 7*, i, 0, i, -11
COC(=O)C(NC(=O)c1ccco1)(Nc1ccc(Br)cn1)C(F)(F)F (configuration not stated)
→ i, i, i, 32, i, i, i, i, -5, i, -3
COc1cccc2[nH]c3c(N4CC(C)CC(C)C4)ncnc3c12 (configuration not stated)
→ i, i, i, 0, i, i, i, i, ·, ·, -12
CCOC(=O)c1ccc(NC(=O)C2=C(C)Nc3nc(CCCO)nn3C2c2ccc(OC)cc2)cc1 (configuration not stated)
→ i, i, i, 3, i, i, i, i, 2, i, -7
CC(=O)Oc1c(C)cc(O)c2ccccc12
→ i, i, i, -10, i, i, i, 17*, ·, ·, -3
COc1ccc(C2=NOC(C(=O)Nc3cc(C)on3)C2)cc1 (configuration not stated)
→ i, i, i, -10, i, i, i, i, 5, i, -12
CC(C)CN1CCC(=O)N([C@H](COc2ccccc2)c2ccccc2)CC1
→ i, i, i, 6, i, i, i, i, -1, i, -10
Cc1nc(C)c(CC(=O)N/N=C/c2ccc(O)cc2)c(=O)[nH]1
→ i, i, i, -12, i, i, i, i, ·, i, -8
COc1ccc(C(NC(=O)c2cccnc2)c2cc(Cl)c3cccnc3c2O)cc1OC (configuration not stated)
→ i, i, i, -13, i, i, i, i, 4, i, -6
Cn1c(=O)oc2cc(S(=O)(=O)NCCC(=O)N3CCN(c4ccccc4)CC3)ccc21
→ i, i, i, 3, i, i, i, i, 1, i, -12
COc1ccc(S(=O)(=O)NC2CCc3ccccc32)cc1OC (configuration not stated)
→ i, i, i, -2, i, i, i, i, -5, i, 0
Cc1cc(C)cc(OCC(O)CN2CCN(Cc3ccc4c(c3)OCO4)CC2)c1 (configuration not stated)
→ i, i, i, -5, i, i, i, i, -2, i, -10
COc1cc([N+](=O)[O-])ccc1NC(=O)CSc1n[nH]c(C(C)C)n1
→ i, i, i, -12, i, i, i, i, 7, i, -7
COc1ccc(C(=O)Nc2oc(-c3ccccc3)c(-c3ccccc3)c2C#N)cc1
→ i, i, i, -1, i, i, 7*, i, -2, i, -16
Oc1ccc(-c2c(-c3ccsc3)sc3ccccc23)cc1
→ i, i, i, -2, i, i, i, i, 3, i, -5
CCN(C(=O)COC(=O)c1cc(-c2ccc(C)o2)nc2ccccc12)C1CCS(=O)(=O)C1 (configuration not stated)
→ i, i, i, 1, i, i, i, i, 29, i, -23

A few values from the list.
COc1ccc2c(c1)CC(N1CCN(C)CC1)c1cc(OC)ccc1S2 (configuration not stated) in hERG protect shows -20
CCN(C(=O)COC(=O)c1cc(-c2ccc(C)o2)nc2ccccc12)C1CCS(=O)(=O)C1 (configuration not stated) in hERG protect shows -23

Compound activity as filed in PubChem BioAssay.
